Compound activity from PubChem BioAssay.
Rev-RRE block: inhibitors of HIV-1 Rev-RRE RNA interaction | P05866 | Rev peptide-RRE RNA binding, FRET | inhibition, % at 8 µM | actives 0.79% (n = 97,000) | AID 704;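 active means inhibition above the screen-wide mean plus 3 SD, cut at about 35% in these data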;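 further: 0% = median DMSO wells and 100% = median Neomycin B control wells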
Target sequence (P05866 whole entry, looked up): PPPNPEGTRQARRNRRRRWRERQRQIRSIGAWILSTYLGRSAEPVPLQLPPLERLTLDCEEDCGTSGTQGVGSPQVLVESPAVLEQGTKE
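Assay system: labelled RRE RNA duplex and labelled Rev peptide / Medium: HEPES pH 7.5 salt buffer with EDTA / Reagent: labelled Rev peptide / Schedule: 5 + 15 min at 25 °C / Signal: FRET, excitation 480 nm, emission 540 nm donor and 671 nm acceptor / Benchmarks: DMSO and neomycin B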
ERa SRC1 pot: ER-alpha (human) coactivator binding potentiation. coactivator binding (% of control), % at 25.6 µM. TR-FRET ERalpha-LBD/SRC-Cy5 coactivator binding, 2 h; 100 = basal binding, no effect. actives 1.3% (n = 86,000). P03372; in the data active means activity above about 200%;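 further: binding measured in presence of low estradiol as agonist stimulus; 0% = peptide alone without receptor and 100% = receptor with peptide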
Target sequence (P03372 whole entry, looked up, the tested form may be a part): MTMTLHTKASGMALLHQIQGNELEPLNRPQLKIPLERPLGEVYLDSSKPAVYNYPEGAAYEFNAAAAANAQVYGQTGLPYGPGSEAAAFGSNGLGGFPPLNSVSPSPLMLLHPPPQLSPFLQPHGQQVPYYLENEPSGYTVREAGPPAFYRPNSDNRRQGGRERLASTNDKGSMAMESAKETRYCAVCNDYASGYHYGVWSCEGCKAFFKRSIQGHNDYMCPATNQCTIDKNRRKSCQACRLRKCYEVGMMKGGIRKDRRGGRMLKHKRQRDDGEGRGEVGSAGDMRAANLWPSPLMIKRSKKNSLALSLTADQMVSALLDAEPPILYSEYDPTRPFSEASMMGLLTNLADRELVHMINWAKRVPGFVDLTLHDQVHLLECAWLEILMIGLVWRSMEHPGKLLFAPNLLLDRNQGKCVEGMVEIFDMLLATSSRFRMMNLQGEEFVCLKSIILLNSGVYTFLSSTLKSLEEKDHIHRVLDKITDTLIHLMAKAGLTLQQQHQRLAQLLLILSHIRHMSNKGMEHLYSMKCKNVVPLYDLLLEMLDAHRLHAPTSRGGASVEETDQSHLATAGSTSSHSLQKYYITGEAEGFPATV
ERb coact inh: ER-beta (human) coactivator binding inhibition. Q92731. TR-FRET ER-beta LBD / SRC1-Cy5 peptide binding; receptor agonist-loaded with 1 µM estradiol. inhibition, % at 25.6 µM. actives 1.3% (n = 86,000);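 active means compounds whose percent inhibition of the receptor-coactivator binding signal exceeds about 50% in the single-dose screen, limit read from the data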;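 further: 0% = receptor plus peptide wells without compound and 100% = peptide-only wells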
Mac1 fbg inh: inhibitors of human CD11b/CD18 binding to fibrinogen. K562 CD11b/CD18 adhesion to fibrinogen, ATPlite luminescence; Mn2+ added to activate the integrin. P05107+P11215. AID 1497. inhibition, % at 10 µM. actives 0.54% (n = 93,000);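 active means primary inhibition of 50% or more at 10 µM, then 40% or more on retest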; further: some results filed as inactive read as strong as hits
ERa coact inh: blocks coactivator binding to human estrogen receptor alpha. P03372. TR-FRET ER-alpha LBD / SRC-1 peptide, estradiol-bound. inhibition, % at 25.6 µM. actives 1.7% (n = 86,000). AID 629; in the data active means inhibition above about 50%;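 further: 0% = receptor plus peptide control and 100% = peptide only without receptor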
Mac1 fbg enh: increases human CD11b/CD18 adhesion to fibrinogen | K562 CD11b/CD18 adhesion to fibrinogen, ATPlite luminescence | P05107+P11215 | activation, % at 10 µM | actives 0.07% (n = 93,000);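 active means 10 µM primary screen giving 50% or more activity, confirmed by 40% or more on retest at that dose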; further: strong numbers were not always called active
FAK blocker: inhibitors of human focal adhesion kinase; Q05397; biochemical FAK kinase activity assay; inhibition, %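 (tested at 7 µM)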; actives 0.84% (n = 97,000); in the data active means inhibition above about 19%;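 further: 0% = DMSO and 100% = reference compound high control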
PLK1 inh: blocks human PLK1 kinase activity. actives 0.53% (n = 97,000). inhibition, % at 10 µM. P53350. recombinant PLK1 kinase, TR-FRET peptide phosphorylation;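 active means inhibition of 50% or more in the single-concentration screen; inactive means inhibition below 50%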;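 further: 0% = DMSO max control and 100% = H-89 dihydrochloride min control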
PLK1 PBD inh: Plk1 (human) PBD binding inhibition; P53350; Plk1 PBD phosphopeptide binding, fluorescence polarization; inhibition, %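 (tested at about 20 µM)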; actives 0.13% (n = 97,000); AID 693; in the data active means inhibition above about 34%, passing the limit was not always enough
An asterisk follows results filed as active; x = not tested or not shown; [ ] = another dose, or the depositor's remark.

SMILES	Rev-RRE block	ERa SRC1 pot	ERb coact inh	Mac1 fbg inh	ERa coact inh	Mac1 fbg enh	FAK blocker	PLK1 inh	PLK1 PBD inh
CCCCS(=O)(=O)C1CCS(=O)(=O)C1 (stereo not drawn)	-1	108	-18	x	-21	x	-1	-10	5
CCN(CC)C(=O)c1csc(Nc2ccc(C)cc2)n1	5	116	0	16	-7	1	-4	-6	7
COc1ccc(/C=N/Nc2nnc(-c3ncc[nH]3)c3ccccc23)cc1	5	79[fluorescence artefact?]	-7	x	12	x	3	-1	0
CCOc1ccc(NC(=O)CSc2nnc(C)n2Cc2ccccc2)cc1	9	114	1	x	-8	x	-1	-10	7
S=c1nc(-c2ccccc2Br)[nH][nH]1	5	98	0[fluorescence artefact?]	x	-5	x	0	1	-1
Nc1nc(SCC(=O)NCCCO)nc2sc3c(c12)CCC3	1	130	39	-12	0	-2	-2	22	-19
COc1ccc(CCNC(=O)C2CC2)cc1OC	11	120	-8	4	-3	-4	5	0	-5
COc1ccc(CC(=O)NCc2nnc(SCCOc3ccccc3)n2C)cc1	2	92	-8	-19	0	2	1	-3	-21
COc1ccccc1N1CCN(C(=O)CCCC2=NS(=O)(=O)c3ccccc3N2)CC1	x	114	-1	5	-8	7	x	x	x
CC(=O)c1c(C)c[nH]c1C	3	102	-3[fluorescence artefact?]	x	-2	x	-4	-4	-5
O=C(COc1ccc(S(=O)(=O)N2CCCC2)cc1Cl)NC1CCCC1	8	105	-3	-3	-5	-1	-1	-3	-7
C#CCn1c(S(=O)(=O)Cc2ccc(F)cc2)nc(-c2ccccc2)c1-c1ccccc1	12	x	x	-9	x	-3	3	-9	-5
Cc1ccc(C(=O)C2CCN(CC(=O)Nc3ccc(N(C)C)cc3)CC2)cc1	-4	98[fluorescence artefact?]	-6[fluorescence artefact?]	0	-4	-2	1	-9	-16
Cc1ccc(N2C(=O)C3C(C2=O)C2C=CC3C23CC3)cc1 (stereo not drawn)	3	115[fluorescence artefact?]	-3[fluorescence artefact?]	4	1[fluorescence artefact?]	-4	-3	-23	26
O=C(NC1CCCCC1)C(c1ccc2ncccc2c1)N(Cc1ccccc1)C(=O)c1cccs1 (stereo not drawn)	-1	x	x	-7	x	10	9	-12	4
C=CCCC(=O)Nc1nc(C)c(-c2csc(Nc3ccc(Cl)cc3)n2)s1	7	x	x	x	x	x	7	-13	-43
Cc1[nH][nH]c(=O)c1N=Nc1ccccc1	1	101	-1	-2	-15[fluorescence artefact?]	-5	8	12	4
COCc1nc(-c2cc(OC)c(OC)c(OC)c2)no1	x	122	-3[fluorescence artefact?]	4	-2	-1	x	x	x
CC(C)NC(=O)CN(C)S(=O)(=O)c1ccc(F)cc1	5	118	-4	-1	-10	-3	3	-7	24
Cc1ccc(-n2c(SCC(=O)Nc3cc(C)on3)nc3c(c2=O)SC(C)C3)cc1 (stereo not drawn)	x	109	3	-7	-13	0	x	x	x
CCOC(=O)c1cnc2c(N=Nc3cccc(Cl)c3)c(N)nn2c1N	-5	x	x	x	x	x	-3	-19	17
O=C(O)c1nn(-c2ccc(Cl)cc2)ccc1=O	11	96	-17	-12	-3	2	3	-15	-11
Cc1c(NC(=O)c2cc(-n3cnnc3)ccc2Cl)cccc1-c1nc2ccccc2o1	-1	112	-8	x	-10	x	1	-13	2
CCc1nnc(NS(=O)(=O)c2ccc(N/C=C\C(=O)c3ccc(C)cc3)cc2)s1	-1	x	x	19	x	-3	-1	-15	9
COc1ccccc1CCN1C(=S)NC(C)(C)CC1(C)O (stereo not drawn)	-4	112	-7	x	-6	x	2	-12	6

Other records
SMILES	Rev-RRE block	ERa SRC1 pot	ERb coact inh	Mac1 fbg inh	ERa coact inh	Mac1 fbg enh	FAK blocker	PLK1 inh	PLK1 PBD inh
COC(=O)C1CCN(C(=O)Nc2ccc(OC)cc2)CC1	7	123	-9	x	-5	x	-4	-5	-2
O=S(=O)(NCc1ccccc1)c1cccc2nonc12	7	136	-15	-2	-21	0	-3	-4	21
COCC(=O)Nc1sc2c(c1C(=O)OC)C(C(=O)OC)CC2 (stereo not drawn)	2	127	-7	-9	-4	-3	-1	-7	5
CC(=O)Nc1cc(NC(=O)CCCC(=O)O)ccc1Cl	5	114	0	3	1	-2	-2	-7	13
O=C(Cn1cnc2c(nnn2-c2ccc(F)cc2)c1=O)NCC1CCCO1 (stereo not drawn)	2	95	9	x	6	x	0	-4	3
CCOc1ccc(/C=C2/SC(=S)N(n3c(C)ccc3C)C2=O)cc1	11	111	-5	14	-2	-3	-1	-4	-6
Cc1cccc(Nc2nn3c(=O)c4ccccc4nc3s2)c1	-13	221*[fluorescence artefact?]	58*[fluorescence artefact?]	15	66*[fluorescence artefact?]	6	-25	-87	25
COC(=O)c1cc(Br)c(=O)n(CC(C)C)c1	1	114[fluorescence artefact?]	6[fluorescence artefact?]	-17	2[fluorescence artefact?]	-1	-1	-8	-3
CCC(C)(C(=O)NC1CCCC1)N(C(=O)c1ccccn1)c1ccc(C)cc1 (stereo not drawn)	11	105	1	-5	5	-2	-2	14	6
CCN(CC(=O)Nc1ccc2c(c1)OCO2)Cc1nc2ccccc2c(=O)[nH]1	x	99	3	-8	6	1	x	x	x
CCC(OC(=O)c1ccco1)C(=O)NCc1ccco1 (stereo not drawn)	1	x	x	-4	x	-2	2	-8	17
O=C(Nc1ccccc1C(F)(F)F)N1CCN(c2ccc3nncn3n2)CC1	x	109	-3	-54	1	1	x	x	x
COC(=O)c1nc(-c2ccc(C)cc2)oc1N(C)C	2	81	2	-6	2	-1	6	-8	16
Cc1cnn(CCC(=O)NNC(=S)Nc2cccc(Cl)c2)c1	0	x	x	x	x	x	-1	-8	25
COc1ccc(Oc2nccc(OC)c2C#N)cc1	4	x	x	-3	x	2	2	-9	-18
COc1ccc(S(=O)(=O)N(C)CC(=O)Nc2ccc(C(F)(F)F)cc2)cc1Cl	18	117	7	-28	-11	0	1	-8	-22
Cc1onc(-c2ccccc2Cl)c1C(=O)NCC(=O)O	4	101	11	x	5	x	-3	-1	27
COc1cc(C(=O)NC(=S)NCc2ccco2)cc(OC)c1OC	0	x	x	14	x	-3	-8	-5	-42
Cc1cc(C)cc(NC(=S)NCCN2CCOCC2)c1	0	x	x	x	x	x	-7	0	-7
CC1CCc2nc(NC(=O)C3CCCO3)sc2C1 (stereo not drawn)	5	113	1	5	1	-4	0	3	7
COc1ccc(S(=O)(=O)n2nc(C)cc2C)c(C)c1C	-1	98	-5	2	5	0	-2	-17	7
COc1ccc(CCN(C)CCN2C(=O)c3ccccc3C2=O)cc1OC	6	127	-5	23	-2	5	1	-10	0
COc1ccc(-c2nc3ccccc3[nH]2)cc1	6	110	10	27	17	-4	3	-5	-24
Cc1cc(C(=O)CSc2nc3ccccc3[nH]2)c(C)n1C	5	74[fluorescence artefact?]	13[fluorescence artefact?]	9	6	-3	2	-5	8
Cc1nn(-c2nc(-c3ccco3)cc(C(F)(F)F)n2)c(C)c1Cl	0	145	4	1	7	-4	0	7	7

Later entries:
SMILES	Rev-RRE block	ERa SRC1 pot	ERb coact inh	Mac1 fbg inh	ERa coact inh	Mac1 fbg enh	FAK blocker	PLK1 inh	PLK1 PBD inh
Cc1ccc2[nH]c3c(c2c1)CC/C(=C/c1ccccc1)C3=O	14	x	x	12	x	3	3	-18	14
CCC(C)(C)NC(=O)CN(Cc1cccs1)C(=O)CNS(=O)(=O)c1ccc(C)cc1	2	106	-3	2	-1	-1	0	0	1
CN1C(=O)N(C)C2(CC1(C)C)CC(C)(C)N(C)C(=O)N2C	1	98	-7	-11	-2	-2	-2	-1	18
COc1ccc(CCn2c(N3CCN(Cc4ccccc4)CC3)nc3c2c(=O)[nH]c(=O)n3C)cc1	3	97	7	-18	2	1	-1	7	-9
COc1ccc(Nc2nc(N)nc(CN(C)C3CCCCC3)n2)cc1	-26	100	-9	x	2	x	0	-12	23
Cc1ccc2c(c1)NC(=O)C(CC(=O)NCCCN1CCCC1)O2 (stereo not drawn)	6	124[fluorescence artefact?]	-5	-3	-7	0	1	-15	-28
COCCCNC(=O)CS(=O)(=O)Cc1nc(-c2ccccc2C)oc1C	8	x	x	-3	x	0	3	-13	2
Cc1[nH]c2ccc(-c3nnc(SCC(=O)NCc4ccco4)n3Cc3ccccc3)cc2c1C	5	83	11	-3	11	12	-2	-5	0
CN1CCN(C(=O)c2c(O)c3cccc4c3n(c2=O)CC4)CC1	x	118	1	6	-6	-1	x	x	x
COCCNc1oc(-c2ccc(Cl)cc2)nc1C#N	0	117	-22	x	-14	x	7	-4	-5
COc1cccc(NC(=O)COC(=O)c2c(-c3ccccc3)noc2C)c1	10	97	-17	x	-6	x	-2	-2	-12
CSc1nsc(SCC(=O)NC2CCCCC2)n1	-3	105	12	-7	16	-1	-3	6	-28
CCOc1ccc(C=O)cc1CN1CCCCC1	7	97	-18	-11	4	1	0	-9	15
Cc1csc(=NC(=O)c2ccccc2)n1C	0	109	2	x	-1	x	2	-14	-103

Given with two lines to a compound: entries from further up
Below each compound – Rev-RRE block, ERa SRC1 pot, ERb coact inh, Mac1 fbg inh, ERa coact inh, Mac1 fbg enh, FAK blocker, PLK1 inh, PLK1 PBD inh
> COc1ccc(CCN(C)CCN2C(=O)c3ccccc3C2=O)cc1OC
 : 6, 127, -5, 23, -2, 5, 1, -10, 0
> COc1ccc(-c2nc3ccccc3[nH]2)cc1
 : 6, 110, 10, 27, 17, -4, 3, -5, -24
> Cc1cc(C(=O)CSc2nc3ccccc3[nH]2)c(C)n1C
 : 5, 74[fluorescence artefact?], 13[fluorescence artefact?], 9, 6, -3, 2, -5, 8
> Cc1nn(-c2nc(-c3ccco3)cc(C(F)(F)F)n2)c(C)c1Cl
 : 0, 145, 4, 1, 7, -4, 0, 7, 7
> Cc1ccc2[nH]c3c(c2c1)CC/C(=C/c1ccccc1)C3=O
 : 14, x, x, 12, x, 3, 3, -18, 14
> CCC(C)(C)NC(=O)CN(Cc1cccs1)C(=O)CNS(=O)(=O)c1ccc(C)cc1
 : 2, 106, -3, 2, -1, -1, 0, 0, 1
> CN1C(=O)N(C)C2(CC1(C)C)CC(C)(C)N(C)C(=O)N2C
 : 1, 98, -7, -11, -2, -2, -2, -1, 18
> COc1ccc(CCn2c(N3CCN(Cc4ccccc4)CC3)nc3c2c(=O)[nH]c(=O)n3C)cc1
 : 3, 97, 7, -18, 2, 1, -1, 7, -9
> COc1ccc(Nc2nc(N)nc(CN(C)C3CCCCC3)n2)cc1
 : -26, 100, -9, x, 2, x, 0, -12, 23
> Cc1ccc2c(c1)NC(=O)C(CC(=O)NCCCN1CCCC1)O2 (stereo not drawn)
 : 6, 124[fluorescence artefact?], -5, -3, -7, 0, 1, -15, -28
> COCCCNC(=O)CS(=O)(=O)Cc1nc(-c2ccccc2C)oc1C
 : 8, x, x, -3, x, 0, 3, -13, 2
> Cc1[nH]c2ccc(-c3nnc(SCC(=O)NCc4ccco4)n3Cc3ccccc3)cc2c1C
 : 5, 83, 11, -3, 11, 12, -2, -5, 0
> CN1CCN(C(=O)c2c(O)c3cccc4c3n(c2=O)CC4)CC1
 : x, 118, 1, 6, -6, -1, x, x, x
> COCCNc1oc(-c2ccc(Cl)cc2)nc1C#N
 : 0, 117, -22, x, -14, x, 7, -4, -5
> COc1cccc(NC(=O)COC(=O)c2c(-c3ccccc3)noc2C)c1
 : 10, 97, -17, x, -6, x, -2, -2, -12
> CSc1nsc(SCC(=O)NC2CCCCC2)n1
 : -3, 105, 12, -7, 16, -1, -3, 6, -28
> CCOc1ccc(C=O)cc1CN1CCCCC1
 : 7, 97, -18, -11, 4, 1, 0, -9, 15
> Cc1csc(=NC(=O)c2ccccc2)n1C
 : 0, 109, 2, x, -1, x, 2, -14, -103
